Screening data deposited in PubChem by several laboratories.
CCHF vOTU inh – blocks the CCHF virus ovarian tumor domain protease. CCHFV vOTU protease, Pep-AMC fluorescence. inhibition, % at 11.5 µM. hit rate 0.55% among 370,000; further: 0% = vehicle wells with enzyme and 100% = no enzyme wells
VHR inh abs – blocks human VHR1 dual specificity phosphatase | recombinant VHR phosphatase, pNPP absorbance | hit rate 0.52% among 290,000 | P51452 | inhibition, % at 13.3 µM; in the data active means inhibition above about 50%; further: some compounds called inactive have numbers as strong as hits
Target sequence (P51452 whole entry, looked up): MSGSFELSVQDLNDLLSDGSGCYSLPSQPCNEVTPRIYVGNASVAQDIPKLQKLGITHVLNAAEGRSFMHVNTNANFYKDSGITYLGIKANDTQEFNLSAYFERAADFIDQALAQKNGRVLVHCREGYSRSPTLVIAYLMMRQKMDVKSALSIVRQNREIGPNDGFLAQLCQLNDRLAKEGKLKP
FBA Mtb inh – inhibits M. tuberculosis FBA enzyme | P9WQA3 | hit rate 2.3% among 360,000 | AID 588726 | purified M. tuberculosis FBA, fluorescence read-out | inhibition, % at 1 µM; in the data active means inhibition above about 27%;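 further: 0% = vehicle and 100% = reference inhibitor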
Target sequence (P9WQA3 whole entry, looked up): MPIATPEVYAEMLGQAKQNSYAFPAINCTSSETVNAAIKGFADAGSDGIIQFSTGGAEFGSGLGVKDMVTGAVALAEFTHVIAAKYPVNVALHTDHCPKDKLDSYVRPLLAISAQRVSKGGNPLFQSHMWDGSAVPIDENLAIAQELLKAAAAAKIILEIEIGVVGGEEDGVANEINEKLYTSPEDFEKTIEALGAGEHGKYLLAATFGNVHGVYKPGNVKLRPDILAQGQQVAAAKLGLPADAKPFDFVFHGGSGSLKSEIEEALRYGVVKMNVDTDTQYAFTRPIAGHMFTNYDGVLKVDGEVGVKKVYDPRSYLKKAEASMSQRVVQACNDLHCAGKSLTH
BoNT F protease – BoNT F light chain protease inhibition; AID 588497; Multiplex microsphere protease cleavage assay, flow cytometry; inhibition, % at 10 µM; hit rate 0.22% among 360,000; in the data active means inhibition above about 35%, passing the limit was not always enough; inconclusive means no clear call, values can overlap the other calls; further: plate controls were buffer without enzyme for full effect and enzyme alone for no effect
UGM FP inh – inhibitors of M. tuberculosis UDP-galactopyranose mutase; AID 504406; inhibition, % at 10 µM; purified UGM, fluorescence polarization probe displacement; hit rate 0.06% among 320,000; P9WIQ1; in the data active means inhibition above about 10%, passing the limit was not always enough; inconclusive means no clear call, values can overlap the other calls
Target sequence (P9WIQ1 whole entry, looked up): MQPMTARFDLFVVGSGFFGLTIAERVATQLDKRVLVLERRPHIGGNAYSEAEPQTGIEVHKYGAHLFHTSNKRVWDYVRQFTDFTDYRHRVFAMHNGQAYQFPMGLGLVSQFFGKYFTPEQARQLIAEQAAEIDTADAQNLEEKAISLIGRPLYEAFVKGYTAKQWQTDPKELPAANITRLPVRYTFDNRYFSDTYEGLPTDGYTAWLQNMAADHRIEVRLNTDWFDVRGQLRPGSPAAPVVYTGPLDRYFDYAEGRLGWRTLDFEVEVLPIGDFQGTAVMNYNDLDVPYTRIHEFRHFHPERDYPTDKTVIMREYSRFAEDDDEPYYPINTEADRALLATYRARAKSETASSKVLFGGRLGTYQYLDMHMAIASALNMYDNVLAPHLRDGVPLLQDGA
FadD28 binding – M. tuberculosis FadD28 bisubstrate binding inhibition | FadD28 bisubstrate probe binding, fluorescence polarization | hit rate 0.22% among 360,000 | inhibition, % at 12.5 µM; in the data active means inhibition above about 8.5%, passing the limit was not always enough; inconclusive means no clear call, values can overlap the other calls
Mtb BioA inh – inhibitors of Mycobacterium tuberculosis BioA enzyme | purified M. tuberculosis BioA enzyme, plate reader | inhibition, % at 9.99 µM | AID 602481 | hit rate 0.096% among 360,000; in the data active means inhibition above about 40%; inconclusive means no clear call, values can overlap the other calls
Rv3671c protease – inhibitors of M. tuberculosis serine protease Rv3671c. inhibition, % at 5.96 µM. hit rate 0.048% among 320,000; in the data active means inhibition above about 38%;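 further: extracellular domain of Rv3671c used as enzyme; 0% = enzyme with DMSO and 100% = no enzyme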
GDH-TPI counter – inhibits GDH-TPI coupling enzymes, artifact for Mtb FBA screen; GDH-TPI coupled enzyme counterscreen, NADH absorbance; inhibition, % at 4.8 µM; hit rate 1.2% among 360,000;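 further: 0% = DMSO wells and 100% = wells lacking the enzyme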
MazEF act – activators of E. coli MazEF toxin-antitoxin RNase; FAM/BHQ RNA-DNA oligo cleavage fluorescence, 5 h; activation, % at 20 µM; hit rate 0.32% among 350,000; AID 504720; in the data active means activation above about 50%
Target sequence (P0AE70 whole entry, looked up): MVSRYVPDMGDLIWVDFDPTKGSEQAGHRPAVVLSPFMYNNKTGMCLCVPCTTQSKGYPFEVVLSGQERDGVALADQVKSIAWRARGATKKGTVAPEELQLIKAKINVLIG
Numbers without * were called inactive; & = joins results of further samples. Unless noted, no stated cut-off is given here; in the data, active means inhibition above about 30%; inactive means the rest.

What do the screens show for `CNS(=O)(=O)c1cc(Br)ccc1S(=O)c1ccccc1C(=O)O` (stereo not given)?
CCHF vOTU inh: -12; VHR inh abs: 17; FBA Mtb inh: 1; BoNT F protease: inconclusive; UGM FP inh: -0.4; FadD28 binding: -1.1; Rv3671c protease: -7; GDH-TPI counter: -2; MazEF act: -1

Results for C#CCNC(=O)C1CCN(c2cc(C)nc(-c3ccccc3)n2)CC1 ?
CCHF vOTU inh: -7; VHR inh abs: 26; FBA Mtb inh: 4; BoNT F protease: -1; UGM FP inh: -0.5; FadD28 binding: -1.2; Rv3671c protease: -17; GDH-TPI counter: -4; MazEF act: 7

How did O=C(CN1C(=O)CSc2ccccc21)NCCC1=CCCCC1 do in these assays?
CCHF vOTU inh: -3; VHR inh abs: 26; FBA Mtb inh: 1; BoNT F protease: -10; UGM FP inh: -1.8; FadD28 binding: -4.3; Mtb BioA inh: -1.2; Rv3671c protease: -1; GDH-TPI counter: -2; MazEF act: 7

What do the screens show for `O=[N+]([O-])c1ccc(Cc2cncc(O)c2)cc1`?
CCHF vOTU inh: 6; VHR inh abs: 17; FBA Mtb inh: -2; BoNT F protease: -5; UGM FP inh: -2.6; FadD28 binding: 0.7; Mtb BioA inh: -1.5; GDH-TPI counter: 5; MazEF act: 0

Results for O=C1N=C2SCCN2/C1=C\c1ccccc1Cl ?
CCHF vOTU inh: -7; VHR inh abs: 14; FBA Mtb inh: 1; BoNT F protease: 2; UGM FP inh: 1.2; FadD28 binding: -2.6; Mtb BioA inh: -5.2; Rv3671c protease: -4; GDH-TPI counter: 10; MazEF act: -3

What do the screens show for `CCOc1ccc(S(=O)(=O)N2CCCC(C(=O)N3CCN(c4ccccc4)CC3)C2)cc1` (stereo not given)?
CCHF vOTU inh: -9; VHR inh abs: -6; FBA Mtb inh: 3; BoNT F protease: -3; UGM FP inh: 1.5; FadD28 binding: -3.5; Mtb BioA inh: -0.1; Rv3671c protease: -7; GDH-TPI counter: 2; MazEF act: 4

What do the screens show for `COC(=O)c1ccc(Oc2ccc(C(F)(F)F)cn2)cc1`?
CCHF vOTU inh: -1; VHR inh abs: 4; FBA Mtb inh: -2; BoNT F protease: -1; UGM FP inh: 1.3; FadD28 binding: -0.5; Rv3671c protease: 0; GDH-TPI counter: 4; MazEF act: -2

What do the screens show for `c1ccc(-c2cc3c(nn2)CCc2nonc2-3)cc1`?
CCHF vOTU inh: 17; VHR inh abs: -5; FBA Mtb inh: 0; BoNT F protease: inconclusive; UGM FP inh: -2.0; FadD28 binding: 0.4; Mtb BioA inh: -0.3; Rv3671c protease: -3; GDH-TPI counter: 2; MazEF act: -27

What do the screens show for `O/N=C1\CC/C(=N\O)c2nn(-c3ccccc3Cl)nc21`?
CCHF vOTU inh: 5; VHR inh abs: 37; FBA Mtb inh: -2; BoNT F protease: 6; UGM FP inh: -0.2; FadD28 binding: inconclusive; Mtb BioA inh: -2.0; Rv3671c protease: 3; GDH-TPI counter: -6; MazEF act: 3

How did COc1ccc(C(=O)NCCN2CCN(C(=O)c3ccc(OC)c(OC)c3)CC2)cc1OC do in these assays?
CCHF vOTU inh: 9; VHR inh abs: 2; FBA Mtb inh: 1; BoNT F protease: 0; UGM FP inh: 1.4; Mtb BioA inh: -0.2; Rv3671c protease: -3; GDH-TPI counter: 5; MazEF act: -1

What do the screens show for `CCOC(=O)CN1C(=O)C(=O)N(Cc2ccccc2F)C1=O`?
CCHF vOTU inh: 1; VHR inh abs: -5; FBA Mtb inh: 9; BoNT F protease: -10; UGM FP inh: 0.7; FadD28 binding: 1.2; Mtb BioA inh: -2.3; Rv3671c protease: 8; GDH-TPI counter: -5; MazEF act: -1

Results for O=C(CCSc1ccccc1)N1CCOCC1 ?
CCHF vOTU inh: -1; VHR inh abs: 17; FBA Mtb inh: 3; BoNT F protease: -6; UGM FP inh: -0.6; FadD28 binding: -1.6; Mtb BioA inh: -1.5; Rv3671c protease: -1; GDH-TPI counter: 7; MazEF act: 6

Two compounds picked at random from the list so far:
What do the screens show for `O=[N+]([O-])c1ccc(Cc2cncc(O)c2)cc1`?
CCHF vOTU inh: 6; VHR inh abs: 17; FBA Mtb inh: -2; BoNT F protease: -5; UGM FP inh: -2.6; FadD28 binding: 0.7; Mtb BioA inh: -1.5; GDH-TPI counter: 5; MazEF act: 0

Results for O=C1N=C2SCCN2/C1=C\c1ccccc1Cl ?
CCHF vOTU inh: -7; VHR inh abs: 14; FBA Mtb inh: 1; BoNT F protease: 2; UGM FP inh: 1.2; FadD28 binding: -2.6; Mtb BioA inh: -5.2; Rv3671c protease: -4; GDH-TPI counter: 10; MazEF act: -3

Next compounds follow.
How did c1csc(CNc2ncnc3ccc(-c4ccoc4)cc23)c1 do in these assays?
CCHF vOTU inh: 21; FBA Mtb inh: 15; BoNT F protease: -12; UGM FP inh: -3.3; FadD28 binding: -8.1; Mtb BioA inh: 0.3; Rv3671c protease: -10; GDH-TPI counter: 0; MazEF act: -11

Results for O=C(Nc1ccc(Cl)c(Cl)c1)c1cccc(S(=O)(=O)NCc2cccnc2)c1 ?
CCHF vOTU inh: 11; VHR inh abs: 8; FBA Mtb inh: -4; BoNT F protease: -1; UGM FP inh: -1.2; FadD28 binding: -10; Rv3671c protease: -66; GDH-TPI counter: -4; MazEF act: 4

Results for Cc1[nH]c2c(C)cccc2c1CC(=O)O ?
CCHF vOTU inh: -4; VHR inh abs: -21; FBA Mtb inh: -7; BoNT F protease: -6; UGM FP inh: -0.8; FadD28 binding: -1.7; Mtb BioA inh: -0.1; Rv3671c protease: 1; GDH-TPI counter: -6; MazEF act: 5

How did CCOc1cc(C(=O)N(CC)CC(=O)Nc2c(F)cccc2F)ccc1OCC(=O)N1CCCCC1 do in these assays?
CCHF vOTU inh: -6; FBA Mtb inh: -1; BoNT F protease: 0; UGM FP inh: -3.7; FadD28 binding: -2.0; Mtb BioA inh: -1.1; Rv3671c protease: 11; GDH-TPI counter: 6; MazEF act: 1

Results for Cc1cc(NS(=O)(=O)c2ccc(NC(=O)c3ccco3)cc2)nc(C)n1 ?
CCHF vOTU inh: -2; VHR inh abs: 22; FBA Mtb inh: -1; BoNT F protease: -9; UGM FP inh: 5.3; FadD28 binding: -2.0; Mtb BioA inh: -0.7; Rv3671c protease: -5; GDH-TPI counter: 6; MazEF act: 3

What do the screens show for `CC(C)OS(C)(=O)=O`?
CCHF vOTU inh: 4; FBA Mtb inh: -1; BoNT F protease: -2; UGM FP inh: 2.0; FadD28 binding: -0.3; Mtb BioA inh: -0.1; Rv3671c protease: 1; GDH-TPI counter: 3; MazEF act: 5

Results for COc1ccc(CN(CC(=O)NCC2CCCO2)C(=O)CNS(=O)(=O)c2ccc(C)cc2)cc1 (stereo not given) ?
CCHF vOTU inh: 1; VHR inh abs: 4; FBA Mtb inh: -3; BoNT F protease: -1; UGM FP inh: 1.5; FadD28 binding: -4.3; Mtb BioA inh: -0.2; Rv3671c protease: 9; GDH-TPI counter: 5; MazEF act: 11

What do the screens show for `O=C(NCCc1ccccc1C(F)(F)F)C1CCC(=O)N(CCCN2CCCC2=O)C1` (stereo not given)?
CCHF vOTU inh: -4; VHR inh abs: 21; FBA Mtb inh: 2; BoNT F protease: inconclusive; UGM FP inh: 1.0; FadD28 binding: 1.3; Mtb BioA inh: -0.1; Rv3671c protease: -2; GDH-TPI counter: 5; MazEF act: 10

How did Cc1cccc(NNC(=O)c2c(F)cccc2Cl)c1 do in these assays?
CCHF vOTU inh: -5; VHR inh abs: 5; FBA Mtb inh: 0; BoNT F protease: -8; UGM FP inh: 1.8; FadD28 binding: -3.0; Mtb BioA inh: -0.7; Rv3671c protease: -4; GDH-TPI counter: -10; MazEF act: 1

How did O=C(C[C@H]1C/C=C\CC[C@@H](Cc2ccc(F)cc2)C(=O)OC[C@H]2CCCN2C1=O)N[C@@H](CO)Cc1ccccc1 do in these assays?
CCHF vOTU inh: 1; FBA Mtb inh: 1; BoNT F protease: -6; UGM FP inh: 6.1; FadD28 binding: -2.5; Mtb BioA inh: 0.8; Rv3671c protease: -1; GDH-TPI counter: -4; MazEF act: 9

What do the screens show for `Cc1c(Cl)cccc1NC(=O)CN(C1CCCCC1)S(C)(=O)=O`?
CCHF vOTU inh: 4; VHR inh abs: 30; FBA Mtb inh: 1; BoNT F protease: inconclusive; UGM FP inh: 0.0; FadD28 binding: -13; Mtb BioA inh: 1.4; Rv3671c protease: -4; GDH-TPI counter: 3; MazEF act: 2

What do the screens show for `CCOc1ccccc1N(CC(=O)OC)S(C)(=O)=O`?
CCHF vOTU inh: 2; VHR inh abs: 21; FBA Mtb inh: 4; BoNT F protease: -10; UGM FP inh: 1.2; FadD28 binding: -0.8; Mtb BioA inh: -1.4; Rv3671c protease: -2; GDH-TPI counter: 6; MazEF act: 3

What do the screens show for `COc1ccc(CC(NC(C)=O)C(=O)N2CCN(C(=O)Nc3ccc(Cl)cc3)CC2)cc1OC` (stereo not given)?
CCHF vOTU inh: -6; VHR inh abs: 19; FBA Mtb inh: 1; BoNT F protease: -1; UGM FP inh: 1.8; FadD28 binding: -4.7; Rv3671c protease: -10; GDH-TPI counter: -5; MazEF act: -8

How did CCCCCCSc1ccc([C@@H]2[C@@H]3C(=O)N(C)C(=O)[C@@H]3[C@]3(C(=O)OC)CCCCN23)cc1 do in these assays?
CCHF vOTU inh: 10; FBA Mtb inh: 5; BoNT F protease: -9; UGM FP inh: 5.6; FadD28 binding: 0.2; Mtb BioA inh: -4.0; Rv3671c protease: -4; GDH-TPI counter: 6; MazEF act: -18

What do the screens show for `CN1CCN(C2=Nc3ccccc3Oc3ccc(Cl)cc32)CC1`?
CCHF vOTU inh: 7; VHR inh abs: -22&21; FBA Mtb inh: 4; BoNT F protease: 3; UGM FP inh: -2.8; FadD28 binding: -1.8; Mtb BioA inh: -0.9; Rv3671c protease: -5; GDH-TPI counter: 16; MazEF act: 11

What do the screens show for `C=CCNC(=O)CSc1nnc(-c2ccccc2Br)n1-c1cccc(C(F)(F)F)c1`?
CCHF vOTU inh: -5; VHR inh abs: 0; FBA Mtb inh: 1; BoNT F protease: -3; UGM FP inh: 1.2; FadD28 binding: -1.8; Mtb BioA inh: -0.4; Rv3671c protease: -4; GDH-TPI counter: 2; MazEF act: -4

How did CCCCn1c(CNC(=O)CC)nc2ccccc21 do in these assays?
CCHF vOTU inh: -1; VHR inh abs: 30; FBA Mtb inh: 3; BoNT F protease: 0; UGM FP inh: -0.5; FadD28 binding: 0.6; Mtb BioA inh: 0.0; Rv3671c protease: 2; GDH-TPI counter: -11; MazEF act: -1

Results for Cc1ccc(S(=O)(=O)N2C[C@H]3n4c(=O)ccc(=O)n4C[C@H](OC(=O)NCc4ccco4)[C@@]3(O)C2)cc1 ?
CCHF vOTU inh: 9; FBA Mtb inh: 5; BoNT F protease: 8; FadD28 binding: -2.8; Mtb BioA inh: -0.1; GDH-TPI counter: 9; MazEF act: 10

Some of these compounds in order of formula weight, descending.
What do the screens show for `C=CCNC(=O)CSc1nnc(-c2ccccc2Br)n1-c1cccc(C(F)(F)F)c1`?
CCHF vOTU inh: -5; VHR inh abs: 0; FBA Mtb inh: 1; BoNT F protease: -3; UGM FP inh: 1.2; FadD28 binding: -1.8; Mtb BioA inh: -0.4; Rv3671c protease: -4; GDH-TPI counter: 2; MazEF act: -4

What do the screens show for `COc1ccc(CC(NC(C)=O)C(=O)N2CCN(C(=O)Nc3ccc(Cl)cc3)CC2)cc1OC` (stereo not given)?
CCHF vOTU inh: -6; VHR inh abs: 19; FBA Mtb inh: 1; BoNT F protease: -1; UGM FP inh: 1.8; FadD28 binding: -4.7; Rv3671c protease: -10; GDH-TPI counter: -5; MazEF act: -8

How did CCCCn1c(CNC(=O)CC)nc2ccccc21 do in these assays?
CCHF vOTU inh: -1; VHR inh abs: 30; FBA Mtb inh: 3; BoNT F protease: 0; UGM FP inh: -0.5; FadD28 binding: 0.6; Mtb BioA inh: 0.0; Rv3671c protease: 2; GDH-TPI counter: -11; MazEF act: -1
